High-throughput results: PubChem, Emory University Molecular Libraries Screening Center
14-3-3g Raf: alters human 14-3-3 gamma binding to Raf peptide; FP, 14-3-3gamma / TMR-pS259-Raf peptide binding; AID 422; inhibition, % at 40 µM; hit rate 0.19% among 160,000; in the data active = inhibition above about 30%;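 also: 0% = protein plus tracer without compound and 100% = blank with tracer alone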
Target sequence (P61981 whole entry, looked up): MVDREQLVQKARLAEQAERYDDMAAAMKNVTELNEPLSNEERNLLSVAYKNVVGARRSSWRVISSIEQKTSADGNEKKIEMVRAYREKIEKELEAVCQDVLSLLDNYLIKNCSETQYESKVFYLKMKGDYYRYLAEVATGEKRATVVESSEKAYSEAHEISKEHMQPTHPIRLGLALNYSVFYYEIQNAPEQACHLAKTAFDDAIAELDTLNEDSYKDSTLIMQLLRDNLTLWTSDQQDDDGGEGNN
Numbers without * were called inactive; & = joins results of further samples.

14-3-3g Raf | structure
-5 | O=C1CC(Cc2ccc(Cl)cc2)C(=O)N1c1ccccn1 (stereo not drawn)
-3 | CCN(C(=O)c1oc(=O)c2ccccc2c1-c1ccc(C)cc1)c1ccccc1
4 | CC(C)NC(=O)CCCCCNc1nc(=S)[nH]c2ccccc12
-6 | CCOC(=O)c1cccc(NS(=O)(=O)c2cc(Br)cc3c2N(C(=O)C2CC2)CC3)c1
-7 | COc1ccccc1N1CCN(C(=O)c2ccc3nc4cc(Cl)ccc4c(=O)n3c2)CC1
6 | Cc1cccc2cc(C(c3nnnn3CC3CCCO3)N3CCOCC3)c(=O)[nH]c12 (stereo not drawn)
-5 | CCOc1ccc(CCNc2cc(C)nc3ncnn23)cc1OCC
5 | CCCSc1nnc(Cc2cc(=O)[nH]c(=O)[nH]2)n1-c1cc(C)ccc1C
-6 | Oc1oc(-c2ccco2)nc1C=Nc1cccc(Cl)c1
4&-10 | COc1ccccc1-n1cnc2cc(NS(=O)(=O)c3ccccc3)ccc21
-1 | CCOc1ccc(S(=O)(=O)N(CC(=O)NC2CC3CCC2C3)c2ccccc2)cc1 (stereo not drawn)
3 | CCCc1ccc(C(=O)Nc2nc3ccccc3s2)cc1
-4 | CCOC(=O)CSc1nncc2ccc(OC)c(OC)c12
-6 | CCCn1c(=NC(=O)c2ccc(C(C)(C)C)cc2)c(C(=O)OCC)cc2c(=O)n3ccccc3nc21
5 | CCCCOC(=O)Nc1nccs1
1 | CCCCn1c(SCC(=O)N2CCC(C)CC2)nc2cc(S(N)(=O)=O)ccc21
-5 | Cc1ccccc1CN1C(=O)C(=O)c2cc(Cl)ccc21
0 | C=CCSc1nc2ccccc2n1C(=O)CN1C(=O)c2ccccc2C1=O
-3 | Cc1ccc(N2CCCCn3c2nc2c3c(=O)n(CC(=O)O)c(=O)n2C)cc1
-5 | O=C(OCCN1CCCC1)C1(c2ccccc2)CCCC1
-7 | COc1cccc(CNC(=O)CCS(=O)(=O)Cc2ccccc2Cl)c1
-23 | CC1CCN(S(=O)(=O)c2ccc3nc(-c4ccccn4)cc(C(=O)NC4CCCCC4C)c3c2)CC1 (stereo not drawn)
-9 | O=S(=O)(Nc1ccc2c(c1)CCC2)c1cccc2cccnc12
5 | CCOC(=O)c1c(C)c(C(=O)N2CCN(C(=O)c3ccco3)CC2)c(C)n1C
2 | NC(=O)C1(N2CCCCC2)CCN(c2ccc(N3C(=O)C4CC=CCC4C3=O)cc2[N+](=O)[O-])CC1 (stereo not drawn)

4 compounds from above, arranged by their value in 14-3-3g Raf, high to low:
14-3-3g Raf | structure
5 | CCCCOC(=O)Nc1nccs1
0 | C=CCSc1nc2ccccc2n1C(=O)CN1C(=O)c2ccccc2C1=O
-3 | CCN(C(=O)c1oc(=O)c2ccccc2c1-c1ccc(C)cc1)c1ccccc1
-6 | Oc1oc(-c2ccco2)nc1C=Nc1cccc(Cl)c1

Returning to the listing, repeating the 2 entries before the break.
14-3-3g Raf | structure
5 | CCOC(=O)c1c(C)c(C(=O)N2CCN(C(=O)c3ccco3)CC2)c(C)n1C
2 | NC(=O)C1(N2CCCCC2)CCN(c2ccc(N3C(=O)C4CC=CCC4C3=O)cc2[N+](=O)[O-])CC1 (stereo not drawn)
-10 | O=c1cc(CN2CCN(C/C=C/c3ccccc3)CC2)c2cc(O)ccc2o1
-8 | CCOC(=O)CSc1nc2ccccc2c(=O)n1CCCCCC(=O)NCc1ccco1
2 | O=C(NCc1ccc(F)cc1)c1ccc(CS(=O)(=O)Cc2ccc(Cl)cc2)o1
2 | COc1ccc(Nc2ccc(N3C(=O)CCCC3=O)cc2[N+](=O)[O-])c(OC)c1
-1 | Cc1onc(-c2ccccc2)c1C(=O)NC12CC3CC(CC(C3)C1)C2
-20 | Nc1cc(Nc2ccccc2)c2nonc2c1[N+](=O)[O-]
1&-28 | CCn1nccc1C(=O)Nc1nccs1
-2 | CCCCOc1ccccc1C1NC(=O)NC(C)=C1C(=O)OC (stereo not drawn)
-10 | COc1ccc(Cn2c(SCC(=O)NCc3ccco3)nc3ccsc3c2=O)cc1
5 | CC(=O)Nc1ccc(OC(=O)c2ccc(Br)o2)cc1
-6 | O=C(NCCCN1CCN(c2cccc(Cl)c2)CC1)c1ccc(Cn2c(=O)[nH]c3ccccc3c2=O)cc1
-4 | COc1cc(C2SCC(=O)N2c2nnc(C34CC5CC(CC(C5)C3)C4)s2)cc(OC)c1OC (stereo not drawn)
10 | COc1ccccc1CNc1ccc2c(c1)nc(C)n2Cc1ccccc1
-8 | NC(=O)c1sc2c(c1N)C(c1ccccc1Cl)CC(=O)N2 (stereo not drawn)
-1 | CCOC(=O)COc1cc2oc(=O)cc(C)c2cc1Cl
-7 | Cc1ccc(C)c(N2CCN(C(=O)c3ccc4c(c3)NC(=O)C(N3CCOCC3)S4)CC2)c1 (stereo not drawn)
6 | CCOC(=O)c1ccccc1NS(=O)(=O)c1ccc2c(c1)OCCO2
-1 | Fc1ccc(-c2cc(C(F)(F)F)nc(-n3cncn3)n2)cc1
-7 | Cc1ccc2c(c1)N(CCC(=O)NCc1ccccc1)C(=O)CO2
0 | COC(=O)C(c1cc(C)c(O)c(C)c1)(c1cc(C)c(O)c(C)c1)C(F)(F)F
-5 | CC1CCN(S(=O)(=O)c2ccc(F)c(C(=O)NCc3cccs3)c2)CC1
-27 | N#Cc1c(SCC(=O)Nc2ccc(Cl)cc2)nc2c(c1-c1ccco1)CCCC2
1 | Cc1ccc(C)c(C(=O)C(C)OC(=O)c2cccn2C)c1 (stereo not drawn)
-11 | O=S(=O)(Nc1ccc(Cl)cc1)c1ccc(Br)s1
-8 | CN1C(=O)C(=C2CCCCCC2)SC1=S
-1 | O=C1CCCc2c1cc(C(=O)Nc1ccc(Cl)cc1)c(=O)n2-c1ccccc1
1 | O=C(COC(=O)CCC(=O)Nc1nccs1)NCc1ccco1
-3 | COc1ccc(F)c(C2C(C#N)=C(N)Oc3n[nH]c(C(C)(C)C)c32)c1 (stereo not drawn)
3 | O=C(OCC(=O)N1CCCCCC1)c1cccs1
-4 | CN(CC(=O)N1CCc2ccccc21)S(=O)(=O)c1cccc2cccnc12
0 | CC(=O)N1c2ccc(S(=O)(=O)Nc3cc(C)ccn3)cc2CC1C (stereo not drawn)
1 | O=C(CSC1=NC(=O)C(c2ccccc2)C(=O)N1)Nc1ccccc1Cl (stereo not drawn)
-208 | COc1ccc2cc(C(=O)Nc3ccccc3C)c(=N)oc2c1
3 | CCOC(=O)C1CCCN(C(=O)c2cn(C)c3ccc(S(=O)(=O)N(C)C)cc3c2=O)C1 (stereo not drawn)
0 | Cc1nn(-c2ccccn2)c2c1C(=O)CC(C)(C)C2Br (stereo not drawn)
-9 | CCN(CC)C(=O)Cn1cnc2sc(C(=O)N3CCN(c4ccccc4F)CC3)c(C)c2c1=O
12 | COc1ccc(N/C=C2/CCCCC2=O)cc1
-114 | Cc1cc(C)cc(Oc2c(C(F)(F)F)oc3cc(OC(C)C(=O)OC(C)C)ccc3c2=O)c1 (stereo not drawn)
-9 | O=C(COC(=O)CCc1c[nH]c(=O)[nH]1)Nc1ccccc1
-2 | Cc1ccccc1OCC(=O)Nc1ncc(Cc2cccc(C(F)(F)F)c2)s1
-4 | CCC(CC)C(=O)NCCc1cc2ccc(OC)cc2[nH]c1=O
2 | CC(C)c1ccc(NC(=O)C2C3C=CC4(O3)C2C(=O)N(C2CC2)C4C(=O)NC2CCCCC2C)cc1 (stereo not drawn)
-6 | Cc1ccc(Cn2c([N+](=O)[O-])cnc2C)cc1
-7 | O=C(CSc1nccn1-c1ccccc1)Nc1cc(C(F)(F)F)ccc1Cl
-10&-14 | O=C(Nc1ccc(S(=O)(=O)N2CCc3ccccc32)cc1)c1ccco1
-5 | CCSc1ccc(C(=O)N2CCc3cc(Br)ccc32)cc1[N+](=O)[O-]
-5 | O=C(O)CN1C(=O)c2ccc(Oc3ccc(Br)cc3)cc2C1=O
-15 | Cc1ccc(C=Nc2cccc(Cl)c2)cc1
-9 | O=C(Nc1ccc(Oc2ccccc2)cc1)C(Cc1ccccc1)N1C(=O)c2ccccc2C1=O (stereo not drawn)
-8 | CCOC(=O)c1c(NC(=O)C2CC2)sc(C(=O)NC2CCCCC2)c1C

The list continues:
14-3-3g Raf | structure
-1 | CCOc1ccc(C(=O)C2C(c3ccco3)CN(C)C23C(=O)N(Cc2cc(C)ccc2C)c2ccccc23)cc1 (stereo not drawn)
0 | CC(C)(C)NC(=O)Cn1nnc(-c2ccc(Cl)cc2)n1
-19 | CC1CCCCN1S(=O)(=O)c1ccc2[nH]c(=O)cc(C(=O)NCCN3CCC(Cc4ccccc4)CC3)c2c1 (stereo not drawn)
-2 | O=C(CS(=O)(=O)Cc1ccccc1)NCC1CCCO1 (stereo not drawn)
4 | Cc1cccc2[nH]c(SCc3ccccc3F)nc12
-6 | CCOc1ccccc1C(=O)Nc1ccc(N2CCOCC2)cc1
-10 | Cc1ccc(C)c(Nc2ccc3nonc3c2[N+](=O)[O-])c1
10 | O=C(CSc1nnc(-c2cccnc2)n1-c1ccccc1)Nc1ccc2c(c1)OCO2
-4 | COc1ccc2nc(NS(C)(=O)=O)sc2c1
-5 | FC(F)(F)c1cccc(N2CCN(Cc3ccoc3)CC2)c1
-1 | CCOC(=O)c1cnc2c(C)c(Cl)ccc2c1Nc1ccc(N(C)C)cc1
-1 | O=C(CCC1N=C2c3ccccc3N=C(SCc3ccccc3F)N2C1=O)NCc1ccc2c(c1)OCO2 (stereo not drawn)
-13 | CSc1nc(N2CCOCC2)c2c(c1C#N)CCCCC2
0 | CCCOc1ccc(OCCSc2nc(N)cc(=O)[nH]2)cc1
-5 | CCn1ncc(Br)c1C(=O)N(C)C12CC3CC(CC(C3)C1)C2
-1 | COC(=O)/C(=C1/Oc2cc(C)oc(=O)c2S1)C(F)(F)F
-4 | CC1=C(C(=O)OCCc2ccccc2)C(c2cccs2)NC(=O)N1C (stereo not drawn)
-4 | CCCCN(CCCC)Cc1c(C)[nH]c2ccccc2c1=O
-23 | CCOC(=O)CC(=O)CSc1nc2c(cc1C#N)CCCC2
-7 | CCOC(=O)c1cnc2cc(C(F)(F)F)ccc2c1Nc1cc(C)ccc1OC
3&6 | CC(C)(C)n1nc2c(c1NC(=O)c1ccc(Br)cc1)CS(=O)C2 (stereo not drawn)
-9 | CCC(C)C(NS(=O)(=O)c1ccc(C)cc1)C(=O)O (stereo not drawn)
-16 | Cc1ccc2nc(-c3ccc(Cl)s3)c(Nc3ccc4c(c3)OCCO4)n2c1
0&-5 | CCOC(=O)c1ccc(N2C(=O)C3CC=CCC3C2=O)cc1 (stereo not drawn)
-5 | CCN1CCCCC1CNC(=O)Cn1ccc2ccccc2c1=O (stereo not drawn)

Compounds listed so far that contain bromine (8):
14-3-3g Raf | structure
-6 | CCOC(=O)c1cccc(NS(=O)(=O)c2cc(Br)cc3c2N(C(=O)C2CC2)CC3)c1
5 | CC(=O)Nc1ccc(OC(=O)c2ccc(Br)o2)cc1
-11 | O=S(=O)(Nc1ccc(Cl)cc1)c1ccc(Br)s1
0 | Cc1nn(-c2ccccn2)c2c1C(=O)CC(C)(C)C2Br (stereo not drawn)
-5 | CCSc1ccc(C(=O)N2CCc3cc(Br)ccc32)cc1[N+](=O)[O-]
-5 | O=C(O)CN1C(=O)c2ccc(Oc3ccc(Br)cc3)cc2C1=O
-5 | CCn1ncc(Br)c1C(=O)N(C)C12CC3CC(CC(C3)C1)C2
3&6 | CC(C)(C)n1nc2c(c1NC(=O)c1ccc(Br)cc1)CS(=O)C2 (stereo not drawn)

New compounds follow:
14-3-3g Raf | structure
7 | COc1cc(Cl)c(C)cc1NC(=O)Cc1c(C(=O)O)[nH]c2ccc(Cl)cc12
-7 | CCC(=O)N/C(N)=N/c1nc2ccccc2o1
-8 | Cn1c(CCN2CCCCCC2)nc2cc(NC(=O)Nc3ccccc3)ccc21
-6 | OCCN=c1scc(-c2ccc(Br)cc2)n1-c1ccccc1
-1 | CCC(C)n1c(N)nc2c1c(=O)[nH]c(=O)n2C (stereo not drawn)
-11 | CCn1cc(C(=O)N2CCc3ccccc3C2)c(=O)c2cc(S(=O)(=O)N3CCC(C)CC3)ccc21
-9 | COc1ccc(S(=O)(=O)NCC2CCC(C(=O)NCc3ccccc3)CC2)cc1 (stereo not drawn)
-98 | O=C(COC(=O)c1ccc2c3c1C1C=CCC1CN3CC1CC=CC21)c1ccc(Br)cc1 (stereo not drawn)
-1 | COc1ccc(-n2ncc3c(NCCCn4ccnc4)ncnc32)cc1
3 | CCCN1C(=O)c2ccccc2NC1c1ccc(OC)cc1 (stereo not drawn)
7 | COc1ccc2c(c1)-c1nc(N=Cc3ccccc3[N+](=O)[O-])sc1CC2
0&0 | CC(C)COC(=O)c1ccc(NC(=O)C2C3CCC(C3)C2C(=O)O)cc1 (stereo not drawn)
6 | CC(C)Oc1ccc(C(=O)Nc2c3c(nn2-c2ccc(Cl)cc2)CSC3)cc1
-22 | CCN(CC)c1ccc(NC(=O)CCC(=O)O)cc1
-12 | COC(=O)C1=C(C)NC2=C(C(=O)CCC2)C1c1cc(OC)ccc1OC (stereo not drawn)
8 | Cc1ccc2c(c1)N(C(C)C(=O)NC1CCCC1)C(=O)CO2 (stereo not drawn)
-35 | CN(C)c1ccc(C2C3=C(CCCC3=O)Nc3nc(SCc4ccccc4Cl)[nH]c(=O)c32)cc1 (stereo not drawn)
-7 | Cc1ccccc1CN1C(=O)c2ccccc2Sc2ccc(C(=O)NC3CCCC3)cc21
-2 | CC1(C)CC(=O)C2=C(C1)NCN(CCCN1CCOCC1)C2
-59 | CCOc1ccc(S(=O)(=O)Nc2cc3c(C(=O)OC)c(C(C)(C)C)oc3c3ccccc23)cc1
-3 | O=C(NCCO)c1scc2c1OCCO2
-411 | CCN1CCN(C(=O)c2ccc3c(c2)NC(=O)C(N2CCOCC2)S3)CC1 (stereo not drawn)
-10 | CCOc1ccccc1C1C(C#N)=C(N)SC(N)=C1C#N
-10 | Cc1cc2c(=O)n(CC(=O)NCC(=O)Nc3ccc(Oc4ccccc4)cc3)cnc2s1
2 | O=C(CCn1nc(-c2ccccc2)ccc1=O)NC1CCCCC1
6 | CCOC(=O)C1=CSC(=C2C(=S)C(C)(C)N(C(=O)CC(C)C)c3ccc(OCC)cc32)S1

Only part of the results is shown. The share of hits here may be higher or lower than overall.
